# Compound activity (PubChem)
# RNase H inhibition – RNase H inhibition, HIV 1 Gag Pol polyprotein, FRET biochemical assay, screening (AID 372) | one-dose inhibition, % at 10 µM; IC50 in µM for titrated hits | HIV-1 RT RNase H, FRET RNA/DNA substrate fluorescence; higher % means a stronger effect | 0.77% of 100,000 active; in the data active means inhibition above about 50%
# * hit, by the source's call; & = joins results of further samples. Some of the compounds tested, so the mix of outcomes need not match the whole.
SMILES,RNase H inhibition
c1ccc2c(c1)OCC(c1csc(C3COc4ccccc4O3)n1)O2 (stereo not given),6%&44%
Cc1ccc2oc(-c3cccc(NC(=O)COc4ccccc4[N+](=O)[O-])c3C)nc2c1,0%
O=C(NCCCCc1ccccc1)c1cccc(Br)c1,5%
O=C1C2ON(c3ccccc3)C(c3ccc(F)cc3)C2C(=O)N1c1ccc(N2CCOCC2)cc1 (stereo not given),16%
O=C(c1ccccc1F)N(c1ccccc1)C1C=CS(=O)(=O)C1 (stereo not given),11%
CCCN(CCC)c1ccc(/C=N/OC(=O)c2cccc([N+](=O)[O-])c2)cc1,10%
COc1ccc(C(=O)Nc2ccc(Br)cc2)cc1OC,5%
COc1ccc(C2=C/C(=C/c3ccc(O)c(OC)c3)C(=O)O2)c(OC)c1,34%
CC(O)(C(=O)N/N=C\c1c[nH]c2ccccc12)c1ccccc1 (stereo not given),11%
O=C(Nc1cccc2ncccc12)c1ccc(F)cc1,6%
Cc1cc2c(cc1C)CN(c1ccc(/C=N/NC(=O)c3ccc([N+](=O)[O-])cc3)cc1)C2,0%
Cc1ccc(N2C(=O)CC(N3CCc4ccccc4C3)C2=O)cc1 (stereo not given),9%
O=C(O)c1ccccc1C(=O)c1cc([N+](=O)[O-])ccc1Cl,0%
COc1cc(/C=C/C(=O)c2c(-c3ccccc3)c3cc(Br)ccc3[nH]c2=O)cc(OC)c1OC,0%
COc1ccccc1C1(CC#N)CCOC(C)(C)C1 (stereo not given),2%
COc1cc(/C=N/NC(=O)CCNc2n[nH]c(=O)[nH]c2=O)cc(Br)c1O,12%
COc1cc(/C=N/N2C(=O)CSC2=S)ccc1OCCOc1ccc(C)c(C)c1,29%
COCCCNC(=O)c1cc(C(=O)OC)cc([N+](=O)[O-])c1,2%
N/C(=N\OC(=O)c1ccc(Br)cc1)c1ccc([N+](=O)[O-])cc1,12%
O=C(Oc1ccc(Cl)c(Cl)c1)c1ccc([N+](=O)[O-])cc1,20%
O=c1/c(=C/c2ccc(Cl)cc2)sc2nnc(-c3ccccc3Cl)n12,8%
COc1ccc(-c2cc(=O)n3[nH]c(-c4ccc(Br)cc4)cc3n2)cc1,10%
COc1ccc(C2=NN(c3ccccc3)C(c3cn(-c4ccccc4)nc3-c3ccccc3)C2)cc1 (stereo not given),18%
Nc1ccc2oc(-c3cccc4c(Br)cccc34)nc2c1,25%
S=c1nc(-c2ccccc2)n(-c2ccc(Br)cc2)c2c1CCCC2,3%
CCSCCOC(=O)C1=C(C)NC2=C(C(=O)CCC2)C1c1ccc(SC)cc1 (stereo not given),0%
COc1cc(NC(=O)c2ccc(Cl)cc2)c(Cl)cc1N,6%
CCOc1cc(C(=O)Nc2cccc3c2C(=O)c2ccccc2C3=O)cc(OCC)c1OCC,6%
CC(=O)Nc1nc(O)c(/C=C2/C(C)=Nc3ccccc32)s1,36%
Cc1ccc2nsnc2c1NC(=O)c1ccc(-c2cccc([N+](=O)[O-])c2)o1,35%
O=C1NN(c2ccccc2)C(=O)/C1=C/c1ccc(-c2ccc(F)cc2)o1,25%
O=C(CSc1ccc(C(F)(F)F)cc1[N+](=O)[O-])Nc1ccccc1,0%
COC(=O)c1cccc(NC(=O)C(C)N2C(=O)c3ccccc3C2=O)c1 (stereo not given),4%
CCOc1ccc(NC(=O)/C=C/c2ccccc2)cc1,6%
COC(=O)/C=C1/N/C(=N/c2nc3ccccc3o2)NC1=O,0%
Cc1ccc2nc(-c3ccc(NC(=O)/C=C/c4ccc(Cl)cc4)cc3)oc2c1,48%
COc1ccc(Cl)cc1C(=O)Nc1ccc(Cl)cc1C,8%
CC(=O)Nc1ccc(NC(=O)C(OC(=O)c2ccccc2)C(OC(=O)c2ccccc2)C(=O)O)cc1 (stereo not given),4%
O=C(Nc1ccc(Cl)c([N+](=O)[O-])c1)c1ccc2c(c1)OCCO2,13%
CCOC(=O)N/N=C(\C)c1ccc(O)cc1O,4%
CCOc1cccc(/C=N/c2ccccn2)c1O,0%
COc1ccc(Nc2cc(C)nc3c2ccc2ccccc23)cc1OC,13%
Cc1ccc(/C(O)=C2/C(=O)C(=O)N(CCCCCC(=O)O)C2c2cccc(F)c2)cc1 (stereo not given),7%
COc1cc(NC(=O)COc2ccc(F)cc2)c(Cl)cc1NC(=O)c1ccccc1,5%
CC(=O)Oc1ccc(/C=C2\C=C(c3ccc(C)cc3)OC2=O)cc1,7%
O=C(Cc1ccc(Cl)cc1)Nc1ccc(-c2nc3cc(Cl)cc(Cl)c3o2)cc1,50%*
COC(=O)CCC(=O)Nc1ccc(C)c(Br)c1,10%
CC(=O)OC(OC(C)=O)C12C=CC(O1)C1C(=O)N(c3ccc(Cl)cc3)C(=O)C12 (stereo not given),4%
Cc1ccc(OCCOc2cccc(/C=C3\SC(N)=NC3=O)c2)c(C)c1,19%
Cc1ccc(NCC(=O)N/N=C\c2cc(Br)cc(I)c2O)cc1,10%
Cc1ccc2nc(NC(=O)C3CC3c3ccccc3)sc2c1 (stereo not given),13%
COc1ccc(/C=C/C(=O)NC(=S)Nc2ccc(C(C)=O)cc2)cc1,18%
COCCNC(=O)COc1cccc2ccccc12,5%
O=C(Nc1nnc(-c2ccc(Cl)c(Cl)c2)s1)c1ccco1,3%
COc1ccc(C(=O)NNC(=S)NCc2ccco2)cc1OC,4%
O=C(Nc1ccccc1)Nc1ccccc1C#Cc1ccccc1,15%
CCOC(=O)c1c(NC(=O)c2cc3ccccc3o2)sc2c1CCCC2,0%
O=C(c1nc2nc(-c3ccccc3)cc(C(F)(F)F)n2n1)N1CCCCC1,0%
COc1ccc(Cn2c(SC)nc(O)cc2=O)cc1,5%
CCOC(=O)/C(C#N)=C/c1[nH]c2ccccc2c1OC(C)=O,7%
# Continued.
SMILES,RNase H inhibition
Cc1ccc(C(=O)/C=C/c2ccc([N+](=O)[O-])cc2)s1,6%
Cc1cc(C)n(C(=O)c2cc(=O)[nH]c3ccccc23)n1,7%
O=C(COc1cccc(Cl)c1)NCc1ccco1,0%
CC(=O)c1ccc(-c2ccc(C=C3C(=O)N(C)C(=O)N(C)C3=O)o2)cc1,11%
COc1ccc(N2CCN(Cc3ccc(Br)s3)CC2)cc1,0%
Cc1ccc(-c2cc(C(F)(F)F)n3nc(C(N)=O)cc3n2)cc1,0%
O=C(CSc1nc2ccc(N3C(=O)c4ccccc4C3=O)cc2s1)c1ccc(F)cc1,43%
Cc1cc(/C=C2/SC(=O)NC2=O)c(C)n1-c1ccc(C(C)(C)C)cc1,2%
COc1ccc(/C=C(/NC(=O)c2ccccc2)C(=O)NNC(=O)c2ccccc2)cc1OC,5%
CCC(C(C)=O)C(=O)Nc1ccccc1OC (stereo not given),2%
Cc1ccc(NC(=O)CSc2nc(O)c(Cc3ccccc3)c(=O)n2-c2ccccc2)cc1,0%
CC(C)CC(=O)N1CCC(Cc2ccccc2)CC1,13%
Cc1ccc(NC(=O)CCC(=O)N/N=C/c2ccc(Br)s2)c(C)c1,14%
CCOC(=O)C1=C(C)N=c2s/c(=C\c3ccc(OC)c(OC)c3)c(=O)n2C1c1ccc2c(c1)OCO2 (stereo not given),0%
CCCCOc1ccc2c(C)c(Cc3ccccc3)c(=O)oc2c1,14%
CC(=O)c1ccc(NS(=O)(=O)c2cccc(S(=O)(=O)c3ccc(Cl)c(Cl)c3)c2)cc1,10%
CC(Sc1ccc(Cl)cc1)C(=O)Nc1ccccc1F (stereo not given),14%
CCOc1ccc(C(=O)NCCc2ccc(S(N)(=O)=O)cc2)cc1OCC,43%
Brc1ccc(OCCOCCOc2cccc3cccnc23)cc1,0%
CC(=O)Oc1ccc(-c2cccc(C(=O)OC(C)C)c2)cc1,9%
CC(=O)Nc1ccc(NC(=O)/C=C/c2ccc(C)cc2)cc1,7%
O=c1[nH]nc2c3cc([N+](=O)[O-])c(Cl)cc3n3c(c1-2)CCCCC3,0%
CCN1C(=O)/C(=C\c2ccccc2OCc2ccccc2C)SC1=S,20%
COC(=O)c1c(NC(=O)c2cc(-c3ccc(C)o3)nc3ccccc23)sc2c1CCC(C(C)(C)C)C2 (stereo not given),1%
CCOc1ccc(/C=N/NC(=O)CSc2ccccn2)cc1O,17%
NC(=O)CSc1nc2ccccc2n1CCOc1ccccc1,4%
CCOc1cccc2c1N(C(=O)c1cccc(OC)c1)C(C)(C)C(=S)C2=C1SC(C(=O)OC)=C(C(=O)OC)S1,2%
CC(=O)c1ccc(Oc2ccc(N)cc2)cc1,0%
COc1cc([N+](=O)[O-])cc(/C=C2\C(=O)NN(c3ccccc3)C2=O)c1O,13%
COc1cc(C2CC(=O)n3nc(-c4ccccc4)nc3S2)cc(OC)c1OC (stereo not given),0%

# Part of the list above, with bars between the fields:
SMILES | RNase H inhibition
Cc1ccc(NC(=O)CSc2nc(O)c(Cc3ccccc3)c(=O)n2-c2ccccc2)cc1 | 0%
CC(C)CC(=O)N1CCC(Cc2ccccc2)CC1 | 13%
Cc1ccc(NC(=O)CCC(=O)N/N=C/c2ccc(Br)s2)c(C)c1 | 14%
CCOC(=O)C1=C(C)N=c2s/c(=C\c3ccc(OC)c(OC)c3)c(=O)n2C1c1ccc2c(c1)OCO2 (stereo not given) | 0%
CCCCOc1ccc2c(C)c(Cc3ccccc3)c(=O)oc2c1 | 14%
CC(=O)c1ccc(NS(=O)(=O)c2cccc(S(=O)(=O)c3ccc(Cl)c(Cl)c3)c2)cc1 | 10%
CC(Sc1ccc(Cl)cc1)C(=O)Nc1ccccc1F (stereo not given) | 14%
CCOc1ccc(C(=O)NCCc2ccc(S(N)(=O)=O)cc2)cc1OCC | 43%
Brc1ccc(OCCOCCOc2cccc3cccnc23)cc1 | 0%
CC(=O)Oc1ccc(-c2cccc(C(=O)OC(C)C)c2)cc1 | 9%
CC(=O)Nc1ccc(NC(=O)/C=C/c2ccc(C)cc2)cc1 | 7%
O=c1[nH]nc2c3cc([N+](=O)[O-])c(Cl)cc3n3c(c1-2)CCCCC3 | 0%
CCN1C(=O)/C(=C\c2ccccc2OCc2ccccc2C)SC1=S | 20%
COC(=O)c1c(NC(=O)c2cc(-c3ccc(C)o3)nc3ccccc23)sc2c1CCC(C(C)(C)C)C2 (stereo not given) | 1%
CCOc1ccc(/C=N/NC(=O)CSc2ccccn2)cc1O | 17%
NC(=O)CSc1nc2ccccc2n1CCOc1ccccc1 | 4%
CCOc1cccc2c1N(C(=O)c1cccc(OC)c1)C(C)(C)C(=S)C2=C1SC(C(=O)OC)=C(C(=O)OC)S1 | 2%
CC(=O)c1ccc(Oc2ccc(N)cc2)cc1 | 0%
COc1cc([N+](=O)[O-])cc(/C=C2\C(=O)NN(c3ccccc3)C2=O)c1O | 13%
COc1cc(C2CC(=O)n3nc(-c4ccccc4)nc3S2)cc(OC)c1OC (stereo not given) | 0%

# Next section
SMILES,RNase H inhibition
Cc1cccc(CSCc2nnc(NC(=O)Nc3ccc(Cl)cc3)s2)c1,31%
C=C(C)CSc1nc2c(c(=O)n1C1CCOC(C)(C)C1)C1(CCCCC1)Cc1ccccc1-2 (stereo not given),2%
CC(C)N1CCC(=NNC(=O)c2ccc(C(C)(C)C)cc2)CC1,2%
Cc1ccccc1C(=O)N(Cc1ccccc1)C(C)C,0%
Cc1ccccc1-c1nc(-c2ccc(F)cc2)no1,17%
COc1ccc([N+](=O)[O-])cc1/C=C1/SC(=S)N(CC(=O)O)C1=O,16%
CC(=NC1CC1)c1c(C(F)(F)F)[nH]n(-c2nc3ccccc3s2)c1=O,11%
O=C(Nc1ccccc1[N+](=O)[O-])c1cnccn1,3%
O=C(c1cccc(Cl)c1)N1CCN(Cc2ccccc2)CC1,15%
CCc1cc2c(N/N=C\c3cccs3)ncnc2s1,8%
COCCNC(=O)C(=O)Nc1ccc(OC)c(Cl)c1,0%
CCOc1ccc(NC(NC(=O)CN2C(=O)c3ccccc3S2(=O)=O)C(Cl)(Cl)Cl)cc1 (stereo not given),18%
Cc1nn(-c2ccccc2)c(C)c1/C=N/NC(=O)c1cc(-c2ccccc2)n[nH]1,27%
CCOc1cc(/C=N/NC(=O)c2ccccn2)cc([N+](=O)[O-])c1O,9%
C/C(=N\Nc1ncc(-c2ccc([N+](=O)[O-])cc2)cn1)c1ccc([N+](=O)[O-])cc1,14%
O=C(NNC(=O)C(Cl)Cl)c1cccc(Cl)c1,8%
N#C/C(=C\c1ccc(O)c(Br)c1)C(=O)NCc1ccccc1,6%
Cc1cccc(C(=O)NC(=S)Nc2ccc(-c3nc4cc(Cl)ccc4o3)cc2)c1,43%
Cc1cc(C)c(S(=O)(=O)Nc2cccc([N+](=O)[O-])c2C)c(C)c1,5%
CCC(C)c1ccc(NC(=S)NC(=O)c2ccc(C)c([N+](=O)[O-])c2)cc1 (stereo not given),4%
O=C(N/N=C/c1ccncc1)c1ccccc1F,0%
CCOc1ccc(C(=O)NC2CCCCCC2)cc1,5%
O=[N+]([O-])c1cc2c(cc1C=Nc1ccc(I)cc1)OCO2,31%
COc1ccc(OC)c(CN2CCN(C(=O)c3cccc(Cl)c3)CC2)c1,7%
Oc1ccccc1CNCC12CCC3CC(CC(C3)C1)C2,7%
COc1ccc(/C=C/C(=O)O)cc1S(=O)(=O)N1CCCC1,1%
C=CCSc1nnc2c(n1)OC(c1ccc(O)c(O)c1)Nc1ccccc1-2 (stereo not given),48%
CC1(C)CC(=O)C2=C(C1)OC(N)=C(C#N)C2C1CC=CCC1 (stereo not given),4%
Cc1ccc(-n2ncnc2-c2ccccc2C)cc1Cl,8%
Cn1c(O)c(N=NC(=O)c2ccccc2NC(=O)c2ccccc2)c2ccccc21,11%
CCOc1ccc(C(=O)Nc2ccc(Br)cc2)cc1Cl,8%
NC12CC3CC(C1)CC(C(=O)O)(C3)C2,0%
Cc1cc2c(cc1C)NC(c1c(F)cccc1F)C1=C(CC(C)(C)CC1=O)N2 (stereo not given),4%
O=C(NNc1ccc([N+](=O)[O-])cc1)c1ccccc1F,4%
O=C(N/N=C/c1cccc2ccccc12)c1cc(-c2cccc3ccccc23)n[nH]1,16%
CCCC(=O)Nc1ccc(NC(=O)COc2ccc3ccccc3c2)cc1,2%
COc1ccccc1N1C(=O)c2cccnc2C1=O,23%
